Bioassay records: PubChem, National Center for Advancing Translational Sciences (NCATS)
IL1B secr inh – inflammasome signaling inhibition, IL-1 beta readout; activity change, % at 57.5 µM; AID 743279; THP-1 LPS/ATP IL-1B secretion, AlphaLISA, 16 h; stronger effect = lower value; 360,000 tested, 4.7% active; in the data active means activity change below about -50%; inconclusive means mostly about -30% to -49%; further: on the % scale 0 is the no-effect control and ±100 the full control effect
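Secreted IL-1B measured by AlphaLISA bead assay after 16 h compound exposure of THP-1 cells; compounds (final up to 57.5 uM) added 1 h before LPS (250 ng/mL) and ATP (1.25 mM) stimulation; lower signal means less secretion.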
MCF10A rereplic – induces DNA re-replication in MCF 10a normal breast cells; MCF 10A DNA re-replication, Hoechst nuclear intensity, 48 h; Potency, µM (titrated, usually from 46.1 µM), without a hit: at the top dose activity, positive = re-replication, usual class: activators; 350,000 tested, 2.9% active; AID 624296; further: potency means the concentration at half of the fitted maximal effect; % of control where 0% means no effect; nearly all actives have a fitted effect of over 50% in size
Nrf2 inh – inhibitors of Nrf2 signaling. Potency, µM (doses to about 46 µM), for inactives: at the top dose activity change, negative = inhibition, hits mostly inhibitors. 360,000 tested, 2.1% active. A549 ARE-Fluc reporter, luciferase luminescence, 18-24 h; further: potency means the concentration at half of the fitted maximal effect; on the % scale 0 is the no-effect control and ±100 the full control effect; nearly all actives have a fitted effect of over 60% in size
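Nrf2 function is reported as luminescence of an ARE-controlled luciferase in A549 cells. Compounds were tested at several concentrations, and a CellTiter-Fluor read on the same wells flagged cytotoxicity.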
A549 viability – counter-screen for Nrf2 inhibitors: cytotoxicity in A549 cells. A549 ARE-Fluc cells, CellTiter-Fluor viability, 18-24 h. Potency, µM (series often up to 46 µM), for inactives: top-dose activity change, negative = cytotoxicity, hits mostly inhibitors. 390,000 tested, 0.16% active. AID 504648; further: potency means the concentration at half of the fitted maximal effect; on the % scale 0 is the no-effect control and ±100 the full control effect
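Cytotoxicity counterscreen: CellTiter-Fluor fluorescence was measured in A549 ARE_Fluc cells after 18-24 h of compound exposure in a concentration series. The subsequent BugLite luminescent read reports ARE-luciferase activity.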
Nrf2 ARE act – activators of Nrf2 (ARE) signaling | AREc32 ARE-luciferase reporter (MCF7-derived line), luminescence, 24 h | Potency, µM (highest dose often 46.1 µM), without a hit: at the top dose activation, hits mostly activators | 410,000 tested, 0.31% active | AID 624171; further: potency means the concentration at half of the fitted maximal effect; % of control where 0% means no effect; nearly all actives have a fitted effect of over 65% in size
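Quantitative high-throughput format: AREc32 reporter cells, 1000 per well, received compound by pin transfer and were incubated 24 hr at 37 deg C, 5% CO2, before Steady-Glo luminescence detection.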
ATXN2 expr inh – ATXN2 expression inhibition; HEK-293 ATXN2-luciferase reporter, luminescence, 24 h; Potency, µM (series often up to 57 µM), for inactives: at the top dose activity change, negative = inhibition, most hits filed as inhibitors; 360,000 tested, 0.72% active; AID 1745845; further: potency means the concentration at half of the fitted maximal effect; on the % scale 0 is the no-effect control and ±100 the full control effect; nearly all actives have a fitted effect of over 55% in size
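qHTS (up to 57 uM final) was run with 24 h compound exposure of reporter cells at 37 °C. Each well was multiplexed: SteadyGlo luminescence measured ATXN2-luciferase expression after a fluorogenic Gly-Phe-AFC viability readout (25 uM final).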
HepG2 viability – kills HepG2 cells in TGF-b inhibitor counter-screen | HepG2 CAGA-GFP viability, ATP luminescence, 18 h | Potency, µM (titrated, usually from 46.1 µM), for inactives: top-dose activity change, negative = cytotoxicity, usual class: cytotoxic | 410,000 tested, 0.76% active; further: potency means the concentration at half of the fitted maximal effect; some results filed as inactive show a strong effect at the top dose
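HepG2 CAGA-GFP cells (1000/well, DMEM with 1% FBS) received compound, then TGF-beta at 500 pg/mL final, and were incubated 18 hours at 37 degrees C. Viability was read by CellTiter-Glo luminescence. Media-only wells were set as complete cell-killing and DMSO as no toxicity.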
S2 tox – reduces viability in counter-screen for ATXN expression inhibitors; AID 651635; S2 cells (HEK-293 line with an ATXN2-luciferase reporter) viability, CellTiter-Fluor protease fluorescence, 24 h; Potency, µM (doses to about 56.7 µM), usual class: cytotoxic; 400,000 tested, 0.49% active; further: potency means the concentration at half of the fitted maximal effect; nearly all actives have a fitted effect of over 40% in size
TGFb SMAD3 inh – blocks TGF-b signaling | HepG2 CAGA-GFP TGF-b/SMAD3 reporter, GFP fluorescence, 18 h; TGF-beta stimulated, 500 pg/mL final | Potency, µM (highest dose often 46.1 µM), inactives show top-dose activity, negative = inhibition, usual class: inhibitors | 410,000 tested, 1.2% active | AID 588855; further: potency means the concentration at half of the fitted maximal effect; on the % scale 0 is the no-effect control and ±100 the full control effect; nearly all actives have a fitted effect of over 65% in size
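Smad-responsive CAGA-GFP expression was quantified in HEPG2 cells exposed to compounds and 500 pg/mL final TGF-beta for 18 h at 37 degrees C; unstimulated wells defined full inhibition.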
Starred values were filed as active, the others as inactive; i = inactive; ? = inconclusive; · = not tested or not shown; [ ] = dose if it differs, or a comment. Unless noted, the call rests on the fitted dose curve; in most records, active means well fitted curve in the direction sought with a large enough effect; inconclusive means small, poorly fitted or top-dose-only effect, or another doubt; inactive means no such curve, though single readings can be large; an effect the other way counts as inactive or inconclusive.

SMILES | IL1B secr inh | MCF10A rereplic | Nrf2 inh | A549 viability | Nrf2 ARE act | ATXN2 expr inh | HepG2 viability | S2 tox | TGFb SMAD3 inh
CCN(C[C@H]1N[C@@](CC)(C(=O)OC)[C@H]2C(=O)N(Cc3ccccc3)C(=O)[C@@H]12)C(=O)c1ccc(C(C)(C)C)cc1 | -53* | ? | ? | ? | -1.7% | ? | -65% | 16µM* | ?
CCOc1ccc(Oc2ccc(NS(=O)(=O)c3ccc(CCC(=O)O)cc3)cc2)cc1 | 19 | · | · | · | -1.5% | · | -20% | i | -9%
O=C(CSc1nnc(-c2ccncc2)n1-c1ccc(F)cc1)NC(=O)NCc1ccco1 | 1 | -19% | -14% | ? | 0.7% | -10% | -11% | i | ?
Cc1ccc(Cl)cc1N1CCN(C(=O)Cn2cnc3sc(C)c(S(=O)(=O)N4CCC(C)CC4)c3c2=O)CC1 | · | · | 12%[9.27 µM] | -4% | -0.7% | 11% | 4% | ? | -22%
CCOc1ccccc1NC(=O)CCC(=O)O | 11 | 2% | -10% | 1% | -0.2% | 4% | 4% | i | -5%
O=C(O)c1cc2c(cc1NC(=O)c1c(F)cccc1F)OCCCO2 | 29 | -5% | -3% | 1% | -0.4% | 6% | 4% | i | 8%
COc1ccc(C2CC(=O)c3cnn(-c4nc(C)cc(C)n4)c3C2)cc1 (stereo not given) | 10 | 0.82µM* | ? | -19% | -0.8% | -28% | -14% | ? | -29%
Cc1c(CCO)c(=O)n(-c2ccccc2)n1S(=O)(=O)c1c(Cl)cc(Cl)cc1Cl | ? | ? | 19% | 0% | -0.9% | -2% | -5% | ? | -4%
COC(=O)[C@]1(C)N[C@H](c2ccc(-c3cccc(Cl)c3)cc2)[C@@H]2C(=O)N(C)C(=O)[C@@H]21 | -24 | 10% | -17% | -7% | 0.1% | -7% | -2% | ? | 1%
CCCCc1nn2c(=O)cc(COC(=O)CNC(=O)c3ccccc3C)nc2s1 | · | · | ? | 15% | 1.9% | 13% | 0% | i | -4%
Cc1cc(Nc2ccc(C)c(F)c2)n2ncnc2n1 | 33 | 1% | -6% | -1% | 3.7% | 16% | -4% | i | -17%
O=C(Oc1ccc[nH]c1=O)c1ccccc1 | 8 | · | · | · | 3.5% | · | -46% | ? | -9%

Marked active in IL1B secr inh, of those listed so far:
Structure	IL1B secr inh	Nrf2 ARE act	TGFb SMAD3 inh
CCN(C[C@H]1N[C@@](CC)(C(=O)OC)[C@H]2C(=O)N(Cc3ccccc3)C(=O)[C@@H]12)C(=O)c1ccc(C(C)(C)C)cc1	-53*	-1.7%	?

Later entries.
SMILES | IL1B secr inh | MCF10A rereplic | Nrf2 inh | A549 viability | Nrf2 ARE act | ATXN2 expr inh | HepG2 viability | S2 tox | TGFb SMAD3 inh
CCC(C)(C)n1nnnc1CN1CCSCC1 | 8 | -11% | 8% | 4% | 0.2% | 1% | -6% | i | 7%
CC(C)N(Cc1ccccc1)S(=O)(=O)N(C)C | 14 | 0% | 15% | -4% | -0.8% | 2% | 3% | ? | -20%
COc1ccccc1Cc1c(-c2cccc(Cl)c2)nc2ccc(Cl)cn12 | 2 | · | · | · | 24% | 28% | -23% | i | ?
ONC(=Nc1ccccc1)c1ccc(Cl)cc1 | -25 | 0% | -32% | -8% | 0.3% | 0% | -18% | i | ?
Cc1noc(C)c1C(=O)Nc1nc(-c2ccc([N+](=O)[O-])cc2)cs1 | 14 | ? | ? | -5% | 0.3% | -13% | -3% | ? | ?
CCC(OC(=O)c1nsc(Cl)c1Cl)C(=O)NCCOC (stereo not given) | 14 | -4% | 16% | 2% | -0.9% | -19% | -3% | i | -1%
O=C(CSc1nnc(Cc2ccccc2)n1-c1ccccc1)N1CCOCC1 | 4 | 4% | -9% | 4% | -0.1% | -3% | -11% | i | -4%
O=C(CCCN1C(=O)S/C(=C/c2ccccc2)C1=S)Nc1ccc(C(=O)O)cc1 | 20 | 4% | -18% | -1% | 1.7% | 3% | -1% | i | 4%
O=C(NCCc1ccccc1)c1ccc(-c2ccccc2C(F)(F)F)o1 | -59* | ? | 3% | 8% | 9.6% | 14% | -28% | i | ?
CN(CCCNC(=O)Cn1cc2c(n1)CCCC2)C1CCCCC1 | -20 | 2% | -11% | 3% | -0.1% | 0% | -21% | i | 22%
Cc1ccc2c(C)nc(SC(C(=O)c3ccccc3)c3ccccc3)nc2c1 (stereo not given) | 11 | ? | -8% | 1% | 2.4%[9.22 µM] | 6% | 5% | i | 0%
Cc1n[nH]c(C)c1-c1nc2ccccc2[nH]1 | -60* | 10% | -4% | -5% | -0.8% | -3% | -25% | i | -11%
O=c1[nH]c(SCCOc2ccccc2F)nc2ccccc12 | 21 | 11% | 12% | 9% | 4.3% | 24% | -3% | i | 7%
CC(C)NC(=O)CN(C(=O)CCC(=O)Nc1nccs1)c1ccc2c(c1)OCO2 | -17 | -2% | 6% | -10% | 0.4% | 12% | -35% | i | ?
O=C(NCc1ccccc1)c1ccc2c(c1)nc1n2CCCCC1 | · | · | · | -18% | -0.1% | · | 2% | · | -14%
CCOc1cccc2sc(N(CCN(C)C)C(=O)c3cc4ccccc4cc3OC)nc12 | -58* | 22% | -4% | 0% | 2.7% | 20µM* | -53% | ? | ?
Cc1cc(C)cc(NC(=O)c2ccc(CN3CCc4ccccc4C3)cc2)c1 | -73* | 21µM* | 15µM* | -29% | 4.1% | -25% | -20% | i | -6%
C=C(C)COc1ccc2c(C)c(CC(=O)OC)c(=O)oc2c1C | -16 | ? | ? | -1% | 0.5% | 1% | -4% | i | -7%
CC(C)=CC1C(C(=O)Nc2ccc(Br)cn2)C1(C)C (stereo not given) | 15 | 13% | -4% | 15% | 2.2% | -9% | -4% | i | ?
Cc1ccccc1-n1nnnc1SCC(=O)Nc1ccc(N2CCN(C)CC2)cc1 | -12 | ? | 13% | -2% | 4.3% | 7% | -25% | i | ?
O=S(=O)(NC(CO)Cc1ccccc1)c1cc(Cl)ccc1F (stereo not given) | 21 | 3% | -2% | -5% | 0.5% | 1% | 5% | i | 3%
Cc1ccc(C(=O)N/N=C(/CC(=O)c2cccs2)C(F)(F)F)cc1 | 16 | 18µM* | ? | ? | 6.6% | -18% | -46% | ? | ?
C/C(=N\O)C(C)NC(=O)c1ccccc1 (stereo not given) | 17 | 0% | 8% | 14% | -0.1% | -1% | 13% | i | -8%
CCOc1ccc(CCNC(=O)c2cccc(S(=O)(=O)N3CCCCC3)c2)cc1OCC | -30 | ? | ? | -14% | 3.3% | -19% | -18% | i | -12%
COc1ccc(CCNC(=O)CSc2cn(Cc3ccccc3)c3ccccc23)cc1OC | 51 | 0% | ? | -6% | 0.5% | -15% | -17% | ? | -16%
CCOC(=O)C1=C(C)N(CCCC(=O)O)C(=O)NC1c1ccc(OC)cc1 (stereo not given) | 6 | -7% | 5% | -4% | -0.5% | 7% | 30% | i | 30%[activator]
C=CCn1c(COc2ccc(OC)cc2)nc2ccccc21 | 23 | 6% | 6% | 11% | 5.5% | · | -14% | i | -5%
O=C(O)c1ccc(/C=N/NC(=S)NC2CCCCC2)cc1 | 73 | 2% | -7% | 1% | 0.0% | 20% | 2% | i | 5%
O=C(Oc1cc(=O)oc2ccccc12)c1ccco1 | -6 | -7% | 23% | 12% | -0.3% | -4% | -16% | i | 0%
COc1ccc(/C=C(/NC(=O)c2ccccc2)C(=O)Nc2cccc(C(=O)O)c2)cc1 | 0 | -21% | 2% | 0% | -0.3% | 21% | -1% | i | -1%
COC(=O)NCCOc1cc(C)ccc1C | -20 | 5% | -14% | -8% | 0.4% | -2% | -7% | i | -1%
CC(NC(=O)COC(=O)C12CC3CC(CC(O)(C3)C1)C2)c1ccccc1 (stereo not given) | 6 | 1% | ? | 1% | -0.6% | 0% | -39% | ? | 11%
CCOc1ccc2[nH]c(C(=O)N/N=C/c3cccc(OC)c3OC)cc2c1 | 0 | 98% | ? | -3% | 2.1% | · | -11% | i | -21%
CCOc1cc(/C=N/NC(=O)c2cccnc2)cc(Br)c1OCC(N)=O | 43 | -7% | 10% | -1% | 0.0% | -12% | 3% | i | 19%
O=C(O)CSc1nnc(COc2cccc3ccccc23)n1Cc1ccccc1 | -9 | -27% | -5% | 3% | -1.5% | 2% | 3% | i | -3%
Cc1cccc(C)c1Nc1n[nH]c(=S)s1 | 37 | · | · | · | 0.4% | · | 0% | i | 0%
Cc1ccc(C(=O)NNc2c3ccccc3nc3ccccc23)cc1 | -98* | 9% | ? | ? | 6.6% | -1% | -13% | ? | -11%
Cc1ccc(NC(=O)Cc2coc3ccc(C(C)C)cc23)cc1Cl | · | · | ? | -23% | 6.1% | -8% | -32% | ? | 11µM*
Cc1cc(NC(=O)c2sc(Nc3ccc(F)c(Cl)c3)nc2N)no1 | -1 | 0% | ? | -11% | 3.3% | -13% | -18% | ? | 5%
COc1ccc(Cc2nnc(NC(=O)C3CCCO3)s2)cc1OC (stereo not given) | 31 | 1% | 12% | 1% | 0.3% | -17% | 5% | i | -6%
CSc1ncc(Cl)c(C(=O)Nc2cccnc2)n1 | 2 | -6% | 2% | -6% | 11µM* | 4% | 2% | i | 0%
Clc1ccc(-n2nnc(-c3cccnc3)n2)cc1Cl | 31 | 1% | ? | 0% | 7.0% | 93%[activator] | 11% | i | 9%
COC(=O)C1=C(C)N(c2ccc(C)c(C)c2)/C(=C/c2ccc(O)cc2)C1=O | 1 | ? | 0% | 2% | 1.3% | · | -12% | i | -6%
CS(=O)(=O)N1CCN(CC(=O)NC2CCCCC2)CC1 | -9 | 1% | -7% | 0% | 0.4% | 9% | -8% | i | 3%
Cc1nc(C)c(-c2csc(Nc3ccc(F)cc3)n2)s1 | -23 | ? | ? | -2% | 5.9% | -2%[11.3 µM] | -32% | i | ?
